# Tb MetRS inh: Trypanosoma brucei MetRS inhibition; actives 0.4% (n = 360,000); inhibition, % at 11.9 µM; AID 624268; purified T. brucei MetRS, ATP depletion, Kinase-Glo luminescence;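 active means inhibition above a per-plate cutoff of the control wells' mean inhibition plus 3 SD, cut at about 5.5% in these data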;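 further: 0% = DMSO wells median and 100% = median of wells with control inhibitor compound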
#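 Material – parasite MetRS enzyme · Medium – HEPES-MgCl2-KCl buffer plus DTT, spermine, BSA, pyrophosphatase · Reagent – ATP, methionine and E. coli bulk tRNA substrates · Times – 15 min enzyme-compound preincubation, 2 h reaction, 10 min detection, 25 °C · Measured by – luminescence of leftover ATP · Evaluation – percent inhibition relative to median high and low control wells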
# eLon inh: inhibitors of E. coli Lon protease; actives 0.42% (n = 360,000); P0A9M0; inhibition, % at 7.94 µM; purified E. coli Lon protease, fluorescence polarization; in the data active means inhibition above about 13%, passing the limit was not always enough;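 further: 0% = enzyme with probe and DMSO and 100% = no enzyme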
# FAS-TE inh: blocks the thioesterase domain of human fatty acid synthase. actives 0.67% (n = 360,000). AID 602261. P49327. inhibition, % at 15 µM. recombinant FAS-TE, OMFH fluorogenic substrate, fluorescence endpoint;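 active means compounds whose normalised, plate-corrected inhibition of enzyme fluorescence in the single-dose primary screen is 50% or more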;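 further: 0% = DMSO with enzyme and 100% = substrate without enzyme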
# Rin1 Abl inh: human Rin1-Abl interaction inhibition; TR-FRET Rin1/Abl binding, biochemical; AID 588664; actives 0.4% (n = 360,000); inhibition, % at 7.35 µM; in the data active means inhibition above about 5%, passing the limit was not always enough
# Neddyl block: blocks human cullin neddylation | P61081+Q13564 | TR-FRET cullin neddylation, biochemical | calls only at 25 µM | actives 0.58% (n = 360,000) | AID 651699; in the data active means inhibition above about 36%
# MsrA inhibitor: bovine MsrA inhibition; purified bovine MsrA, absorbance read-out; inhibition, % at 15.5 µM; actives 0.75% (n = 360,000); AID 651718; in the data active means inhibition above about 4.5%;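 further: 0% = vehicle wells with enzyme and 100% = reference inhibitor wells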
# bovine MsrA act: activates bovine MsrA enzyme; purified bovine MsrA, absorbance read-out; activation, % at 10.6 µM; actives 0.3% (n = 360,000); in the data active means activation above about 7.5%;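 further: 0% = vehicle and 100% = reference activator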
# PABP1 MLLE inh: inhibitors of microRNA-mediated deadenylation, human PABP1 MLLE binding; actives 0.36% (n = 360,000); inhibition, % at 20 µM; AID 588489; GST-MLLE / FITC-PAM2 fluorescence polarization; in the data active means inhibition above about 35%, passing the limit was not always enough;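 further: plate controls were DMSO wells with GST-MLLE for no effect and wells lacking GST-MLLE protein for full effect; some results filed as inactive read as strong as hits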
# CSN deneddyl inh: blocks human CSN-mediated cullin deneddylation | Purified CSN, SCF-Nedd8-OG deneddylation, fluorescence polarization | Q92905 | actives 0.38% (n = 360,000) | inhibition, % at 12.5 µM;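 active means pattern-corrected inhibition above about 35%, with an unprinted fluorescence ratio check between 0.5 and 1.5, limit read from the data, passing the limit was not always enough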;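 further: 0% = enzyme with substrate and 100% = substrate without enzyme; some results filed as inactive read as strong as hits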
#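 Assay system: purified human Csn5 enzyme expressed in HEK293T cells; Input: 0.24 nM Csn5 enzyme, final concentration; Reagent: 10 nM SCFSkp2-Nedd8OG; Compound dosing: 12.5 µM single point; Times: reaction 90 min, room temperature; Technique: fluorescence polarization readout.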
# Starred values were filed as active, the others as inactive; i = inactive; x = not tested or not shown.
SMILES,Tb MetRS inh,eLon inh,FAS-TE inh,Rin1 Abl inh,Neddyl block,MsrA inhibitor,bovine MsrA act,PABP1 MLLE inh,CSN deneddyl inh
Cc1cccc(/C=N/Nc2cc(N3CCOCC3)nc(N3CCOCC3)n2)c1,-0.8,-1.7,15.6,4.8,i,0.8,-12.4,5.4,-16.7
COc1ccc(CNC(=O)C(=O)NCc2ccncc2)cc1,-0.5,6.4,-3.3,-1.6,i,0.6,-4.8,9.6,4.1
COc1ccc(OC)c(NC(=O)c2ccc(CN3CCOCC3)cc2)c1,-1.0,-9.7,-5.1,1.3,i,-0.5,-0.4,0.5,1.2
Cc1ccccc1Oc1ccc(-c2nc(N)nc(N)n2)cc1,0.0,3.9,4.7,-2.8,i,-0.1,-0.7,8.6,2.7
CC(=O)CSc1ccc(-c2nc3cc(C)c(C)cc3[nH]2)cn1,-0.7,-0.9,1.2,-1.4,i,4.7*,-2.5,0.3,-9.1
COc1ccc(NC(=O)C2CCN(C(=O)[C@@H]3Cc4ccccc4CN3C(=O)OC(C)(C)C)CC2)cc1,-0.1,-2.8,-4.7,4.1,i,0.1,-0.6,0.9,-4.8
Cc1ccc(NC(=O)C2CCCN2C(=O)c2cccs2)cc1C (centres undefined),-0.3,-3.8,-0.7,0.2,i,-0.3,-3.7,-2.6,-0.9
COc1ccc(Cc2nnc(NC(=O)Cc3cccs3)s2)cc1OC,-0.2,-9.7,-3.8,6.8,i,-0.7,-2.1,-12.6,8.8
COc1ccccc1C(=O)NCC(=O)N1CCN(c2ncccn2)CC1,0.0,3.1,-10.7,-0.1,i,-1.0,-3.0,4.6,-1.4
COc1ccc(N2CCN(S(=O)(=O)c3cc(C)ccc3OC)CC2)cc1,-0.4,-10.1,8.7,-0.9,i,-0.5,-2.7,-13.3,-5.5
N/C(=N\S(=O)(=O)c1ccccc1)c1ccc([N+](=O)[O-])cc1,0.8,0.0,5.7,-1.7,i,-0.7,-1.0,12.6,-18.1
Cc1ccc(/C=N/NC(=O)CSc2nc3ccccc3n2Cc2ccccc2)o1,-0.1,-10.9,8.4,-2.1,i,1.6,-3.2,-28.7,-12.7
CCn1c(=N)n(CC(=O)OC)c2ccccc21,-0.3,-2.8,-2.5,-2.6,i,-1.0,-0.7,-0.8,-4.0
COc1ccc2c(c1)CCc1c(C(=O)NCc3ccco3)noc1-2,-0.2,-7.1,3.6,0.0,i,x,-4.6,-1.3,6.0
COc1ccc2nc(C)cc(SCC(=O)OC(C)C)c2c1,-1.2,-2.4,-4.0,-9.5,i,0.5,-10.4,-7.0,-2.4

# Entries above with a thiophene ring, fused or not (2):
SMILES,Tb MetRS inh,eLon inh,FAS-TE inh,Rin1 Abl inh,Neddyl block,MsrA inhibitor,bovine MsrA act,PABP1 MLLE inh,CSN deneddyl inh
Cc1ccc(NC(=O)C2CCCN2C(=O)c2cccs2)cc1C (centres undefined),-0.3,-3.8,-0.7,0.2,i,-0.3,-3.7,-2.6,-0.9
COc1ccc(Cc2nnc(NC(=O)Cc3cccs3)s2)cc1OC,-0.2,-9.7,-3.8,6.8,i,-0.7,-2.1,-12.6,8.8

# Additional compounds follow:
SMILES,Tb MetRS inh,eLon inh,FAS-TE inh,Rin1 Abl inh,Neddyl block,MsrA inhibitor,bovine MsrA act,PABP1 MLLE inh,CSN deneddyl inh
CCCCn1c(N)c(N(CCC(C)C)C(=O)c2cc(-c3ccco3)nc3ccccc23)c(=O)[nH]c1=O,-0.3,-8.5,3.3,2.4,i,2.2,-2.6,4.1,13.2
Cc1cccc(NC(=O)COC(=O)c2ccccc2-c2nc3ccccc3s2)c1C,-0.8,-0.6,31.8,1.2,i,-1.6,5.0,-2.1,-4.9
CC1CCCCN1C(=O)c1ccc(CS(=O)(=O)Cc2ccccc2)cc1 (centres undefined),-0.2,2.6,-6.4,1.3,i,-0.4,-0.3,6.8,0.6
CN(C)CCCNC(=O)/C(=C\C=C\c1ccccc1)NC(=O)c1ccc([N+](=O)[O-])cc1,0.8,1.5,86.4*,-1.5,i,4.5,-4.0,-3.2,1.0
CN(C)c1ccc(C(=O)OCC(=O)NCCC2=CCCCC2)cc1,-0.6,0.2,8.1,-0.1,i,1.7,-2.2,-2.2,-1.0
COC(=O)c1ccc2nc(-c3ccc(OC)c(OC)c3)c(Cc3cccc(F)c3)n2c1,-0.8,-3.0,16.2,x,x,0.9,-1.6,x,2.0
C[C@@H]1CN([C@H](C)CO)C(=O)c2cc(NC(=O)Nc3ccc(F)cc3)ccc2O[C@H]1CN(C)C(=O)Nc1ccc(C(F)(F)F)cc1,-1.2,10.1,18.7,-2.2,i,x,4.0,-6.7,-1.8
COc1ccccc1-c1cnc(C(O)c2ccc(C(C)(C)C)cc2)[nH]1 (centres undefined),-0.2,2.0,10.0,-1.4,i,1.3,-1.9,6.5,2.7
Cc1nc2ccccn2c(=O)c1NC(=O)COc1ccccc1,-0.1,-7.3,-3.6,-2.8,i,2.2,-3.2,9.6,-1.6
O=C(NCCCNC(=O)c1cnccn1)c1ccc(Br)cc1,-0.2,-0.4,-0.6,4.3,i,-1.5,-13.3,11.0,1.3
COc1ccc(N(CC(=O)Nc2nccs2)S(=O)(=O)c2c(C)[nH]c(=O)[nH]c2=O)cc1,2.1,8.6,-4.8,2.2,i,-0.5,-0.7,2.5,1.3
C=CCN1C(=O)C2(OCCCO2)c2cc(C)ccc21,-1.9,-4.8,-2.9,0.2,i,-1.6,-1.8,-4.3,2.2
COc1cc(CNC2CCCCCCC2)cc(Br)c1OCC#N,-1.2,-0.4,16.9,-4.5,i,-0.1,-6.9,-2.6,-11.4
CC(C(=O)OCC(=O)c1cccc([N+](=O)[O-])c1)N1C(=O)C2C3C=CC(C3)C2C1=O (centres undefined),0.1,-3.3,4.8,-1.7,i,-1.0,-2.0,8.1,-1.7
Nc1cccnc1Sc1cc(Cl)c(Cl)cc1Cl,-0.1,6.2,17.0,-0.7,i,0.6,0.8,2.4,0.7
CCn1c(SCC(=O)Nc2cc3oc4ccccc4c3cc2OC)nnc1-c1cccs1,0.0,-6.3,34.9,-2.6,i,-1.1,-2.8,14.8,1.5
Cc1ccccc1CC(=O)Nc1cccc(S(=O)(=O)N2CCCC2)c1,-0.1,-11.3,6.4,-0.3,i,-0.7,0.0,-1.6,-2.9
O=C(Cc1ccc(Cl)cc1)Nc1ccccc1N1CCOCC1,0.1,5.8,-2.6,1.4,i,0.4,-0.7,5.0,5.3
COCCn1nnnc1C(c1cccs1)N1CCCC(C)C1 (centres undefined),-0.5,-4.7,-5.7,5.4,i,-1.2,-5.6,7.5,2.3
CCOc1ccc(Br)cc1S(=O)(=O)NC1=NCCCCC1,0.5,-0.8,-2.8,2.0,i,0.0,-4.6,1.4,-1.7
COC(=O)[C@H]1Cc2c([nH]c3ccccc23)[C@H](c2ccccc2)N1,0.8,-4.5,-1.8,1.6,i,-0.8,-0.4,-10.7,5.6
O=C(Nc1ccccc1)c1ccc(S(=O)(=O)N2CCC(C(=O)O)CC2)cc1,-0.4,-4.7,-1.3,0.8,i,1.4,-1.7,5.2,-1.9
CCc1c(C)sc(NC(=O)C2CCCCC2C(=O)O)c1C(N)=O (centres undefined),-0.2,-2.5,-1.5,0.4,i,-0.2,-2.4,31.2,-3.5
c1cc2ccc3ccc(-n4cnnn4)c4ccc(c1)c2c34,-0.1,-13.4,3.7,-1.5,i,0.7,-4.4,-14.1,6.9
Nc1c(C(=O)NCCN2CCOCC2)c2nc3ccccc3nc2n1CCc1ccccc1,0.2,-16.6,7.4,-6.6,x,2.6,-1.9,-13.6,11.4
CCn1cc(C(=O)NCc2ccc3c(c2)OCO3)c(=O)c2cc(F)c(N3CCN(C(=O)c4ccco4)CC3)cc21,-1.1,12.1,-201.1,-0.1,x,0.7,-3.2,3.4,-1.1
N#Cc1nc(-c2cccs2)oc1NCc1ccccc1,-0.9,-6.2,10.1,-0.4,x,2.2,-3.5,10.5,2.9
Cn1c(=O)c2c(nc(CN3CCC(C(N)=O)CC3)n2Cc2c(F)cccc2Cl)n(C)c1=O,-1.1,-2.4,-1.8,-1.0,i,0.7,-6.0,15.7,-4.1
CC(=O)c1c(C)[nH]c(C(=O)O)c1C,-0.4,2.7,-4.8,1.3,i,0.2,-4.8,-9.0,-5.2
Cc1ccc(C(C)(C)NC(=O)C2CCC(=O)N(C3CCCCCC3)C2)cc1 (centres undefined),0.0,-9.8,-1.8,2.4,i,-0.1,-3.2,-6.8,3.7
COC(=O)c1cc2oc3ccccc3c2n1CC(=O)Nc1ccccc1OC,-0.4,0.3,0.5,-1.0,i,1.1,-0.4,2.3,2.4
COc1ccc(NC(=O)/C(C#N)=C/c2ccc(Sc3nncn3C)c([N+](=O)[O-])c2)cc1,0.4,5.0,31.0,1.1,i,0.7,-1.8,2.6,-1.2
Cc1cccc(NC(=O)C(C)N2C(=O)c3ccccc3S2(=O)=O)n1 (centres undefined),-0.3,-8.2,-1.0,2.6,i,-1.2,-3.3,-5.5,0.2
O=C(NCc1cccnc1)C(=O)NCC1OCCN1S(=O)(=O)c1ccccc1 (centres undefined),-0.5,-2.8,-1.9,1.3,i,2.8,-4.1,7.4,4.2
O=C(NCC1CCCO1)C(=O)NCC(c1ccco1)N1CCN(c2ccc(F)cc2)CC1 (centres undefined),0.2,-3.5,-8.0,-1.6,i,-0.4,-4.1,0.8,5.2
Cc1noc(C)c1COC(=O)c1ccc2ccccc2n1,-0.1,1.7,0.0,-6.2,i,0.6,-1.3,11.4,4.1
CC(=O)Nc1ccc(S(=O)(=O)N2CCNC(=O)CC2)cc1,-1.0,-4.6,-4.7,3.8,i,0.1,-0.6,1.8,-0.5
Cc1ccc(C(=O)NNC(=O)C2CSC3(C)CCC(=O)N23)cc1 (centres undefined),-0.5,-17.4,-6.5,1.8,i,-0.7,-4.9,4.3,1.7
Cc1ccc(S(=O)(=O)CC(=O)Nc2nccs2)cc1,-0.4,-6.2,-8.1,-0.2,i,-2.2,1.9,-0.7,1.5
CCC(C)(C(=O)Nc1ccccc1C)N(C(=O)CNC(C)=O)c1ccc(C)cc1 (centres undefined),-0.8,3.5,-5.7,3.4,i,-0.4,-4.6,1.3,-3.2
CCCn1c(SCC(=O)N2CCCc3ccccc32)nnc1-c1ccco1,-0.8,6.0,-1.4,2.0,i,1.0,-1.5,4.8,1.6
COc1ccc(-c2nc(C#N)c(NCCc3ccccc3)o2)cc1,0.7,0.0,20.4,6.8,i,0.0,-2.1,6.5,3.0

# Ordered by length of the SMILES (lowest first): some entries from above.
SMILES,Tb MetRS inh,eLon inh,FAS-TE inh,Rin1 Abl inh,Neddyl block,MsrA inhibitor,bovine MsrA act,PABP1 MLLE inh,CSN deneddyl inh
Cc1ccc(S(=O)(=O)CC(=O)Nc2nccs2)cc1,-0.4,-6.2,-8.1,-0.2,i,-2.2,1.9,-0.7,1.5
CCCn1c(SCC(=O)N2CCCc3ccccc32)nnc1-c1ccco1,-0.8,6.0,-1.4,2.0,i,1.0,-1.5,4.8,1.6
O=C(NCc1cccnc1)C(=O)NCC1OCCN1S(=O)(=O)c1ccccc1 (centres undefined),-0.5,-2.8,-1.9,1.3,i,2.8,-4.1,7.4,4.2
